Screens as filed in PubChem BioAssay.
Rin1-Abl PPI inh = inhibitors of Rin1-Abl protein binding, primary screen, biochemical, TR-FRET. Tyrosine-protein kinase ABL1 (Homo sapiens) + Ras and Rab interactor 1 (Homo sapiens), …. inhibition, % at 7.35 µM. 360,000 compounds, 0.4% hits; in the data active means inhibition above about 5%, passing the limit was not always enough
FAS TE block = FAS thioesterase domain inhibitors, primary screen, biochemical, fluorescence intensity, uHTS; recombinant FAS-TE, OMFH fluorogenic substrate, fluorescence endpoint; 360,000 compounds, 0.67% hits; inhibition, % at 15 µM;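 active means compounds whose normalised, plate-corrected inhibition of enzyme fluorescence in the single-dose primary screen is 50% or more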;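 further: 0% = DMSO with enzyme and 100% = substrate without enzyme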
TbMetRS inhib = T. brucei MetRS inhibitors, primary screen, biochemical, luminescence; methionyl-tRNA synthetase (Trypanosoma brucei brucei); inhibition, % at 11.9 µM; purified T. brucei MetRS, ATP depletion, Kinase-Glo luminescence; 360,000 compounds, 0.4% hits; AID 624268, 2012;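 active means inhibition above a per-plate cutoff of the control wells' mean inhibition plus 3 SD, cut at about 5.5% in these data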;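 further: 0% = DMSO wells median and 100% = median of wells with control inhibitor compound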
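Test system: purified T. brucei MetRS enzyme. Also added: ATP, methionine and E. coli bulk tRNA substrates. Compound: 11.9 µM single point. Schedule: 15 min enzyme-compound preincubation, 2 h reaction, 10 min detection, 25 °C. Signal: luciferase luminescence of residual ATP, Kinase-Glo. Evaluation: percent inhibition versus plate control medians. Controls: DMSO wells, low control.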
MsrA inh = bovine MsrA enzyme inhibitors, primary screen, biochemical, absorbance, HTS; Methionine sulfoxide reductase A (Bos taurus); purified bovine MsrA, absorbance read-out; inhibition, % at 15.5 µM; 360,000 compounds, 0.75% hits; in the data active means inhibition above about 4.5%;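 further: 0% = vehicle wells with enzyme and 100% = reference inhibitor wells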
Neddylation inh = inhibitors of cullin neddylation, primary screen, biochemical, TR-FRET, uHTS, NAE and Ubc12; NEDD8-conjugating enzyme Ubc12 (Homo sapiens) + NEDD8-activating enzyme E1 regulatory …; 360,000 compounds, 0.58% hits; calls only at 25 µM; in the data active means inhibition above about 36%
MsrA act = bovine MsrA enzyme activators, primary screen, biochemical, absorbance, HTS; activation, % at 10.6 µM; Methionine sulfoxide reductase A (Bos taurus); AID 602163, 2012; purified bovine MsrA, absorbance read-out; 360,000 compounds, 0.3% hits; in the data active means activation above about 7.5%;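 further: 0% = vehicle and 100% = reference activator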
CSN deneddyl inh = inhibitors of CSN-mediated cullin deneddylation, primary screen, biochemical, fluorescence polarization, uHTS. Purified CSN, SCF-Nedd8-OG deneddylation. 360,000 compounds, 0.38% hits. inhibition, % at 12.5 µM. COP9 signalosome complex subunit 5 (Homo sapiens), Q92905;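 active means pattern-corrected inhibition above about 35%, with an unprinted fluorescence ratio check between 0.5 and 1.5, limit read from the data, passing the limit was not always enough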;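 further: 0% = enzyme with substrate and 100% = substrate without enzyme; some results filed as inactive read as strong as hits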
Target sequence (Q92905 whole entry, looked up, one chain of several): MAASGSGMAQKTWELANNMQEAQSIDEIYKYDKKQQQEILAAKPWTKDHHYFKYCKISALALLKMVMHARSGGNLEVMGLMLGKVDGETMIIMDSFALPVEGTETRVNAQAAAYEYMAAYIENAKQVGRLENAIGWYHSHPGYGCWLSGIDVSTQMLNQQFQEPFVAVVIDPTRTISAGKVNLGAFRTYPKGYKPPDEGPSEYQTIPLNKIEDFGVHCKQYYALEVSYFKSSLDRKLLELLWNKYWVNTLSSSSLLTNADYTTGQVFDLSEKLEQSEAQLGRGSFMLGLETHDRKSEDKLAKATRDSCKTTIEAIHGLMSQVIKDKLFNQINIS
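Assay system: Purified human Csn5 enzyme expressed in HEK293T cells | Amount: Enzyme 0.24 nM | Measured by: Fluorescence polarization readout | Medium: Tris/NaCl/DTT buffer, pH 7.5 | Compound dosing: One concentration, 12.5 µM, 0.25% DMSO | Times: 90 min incubation of compound, enzyme and substrate at room temperature | Control set: no-enzyme wells high, enzyme-with-substrate wells low | Read-out: % inhibition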
MLLE-PAM2 inh = inhibitors of PABP1 MLLE–PAM2 peptide binding, primary screen, biochemical, fluorescence polarization, FITC-PAM2, GST-MLLE; Polyadenylate-binding protein 1 (Homo sapiens), P11940; inhibition, % at 20 µM; 360,000 compounds, 0.36% hits; in the data active means inhibition above about 35%, passing the limit was not always enough;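 further: plate controls were DMSO wells with GST-MLLE for no effect and wells lacking GST-MLLE protein for full effect; some results filed as inactive read as strong as hits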
eLon inh = inhibitors of E. coli Lon protease, primary screen, biochemical, fluorescence polarization; purified E. coli Lon protease; inhibition, % at 7.94 µM; AID 602123, 2011; 360,000 compounds, 0.42% hits; in the data active means inhibition above about 13%, passing the limit was not always enough;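 further: 0% = enzyme with probe and DMSO and 100% = no enzyme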
Target sequence (P0A9M0 whole entry, looked up): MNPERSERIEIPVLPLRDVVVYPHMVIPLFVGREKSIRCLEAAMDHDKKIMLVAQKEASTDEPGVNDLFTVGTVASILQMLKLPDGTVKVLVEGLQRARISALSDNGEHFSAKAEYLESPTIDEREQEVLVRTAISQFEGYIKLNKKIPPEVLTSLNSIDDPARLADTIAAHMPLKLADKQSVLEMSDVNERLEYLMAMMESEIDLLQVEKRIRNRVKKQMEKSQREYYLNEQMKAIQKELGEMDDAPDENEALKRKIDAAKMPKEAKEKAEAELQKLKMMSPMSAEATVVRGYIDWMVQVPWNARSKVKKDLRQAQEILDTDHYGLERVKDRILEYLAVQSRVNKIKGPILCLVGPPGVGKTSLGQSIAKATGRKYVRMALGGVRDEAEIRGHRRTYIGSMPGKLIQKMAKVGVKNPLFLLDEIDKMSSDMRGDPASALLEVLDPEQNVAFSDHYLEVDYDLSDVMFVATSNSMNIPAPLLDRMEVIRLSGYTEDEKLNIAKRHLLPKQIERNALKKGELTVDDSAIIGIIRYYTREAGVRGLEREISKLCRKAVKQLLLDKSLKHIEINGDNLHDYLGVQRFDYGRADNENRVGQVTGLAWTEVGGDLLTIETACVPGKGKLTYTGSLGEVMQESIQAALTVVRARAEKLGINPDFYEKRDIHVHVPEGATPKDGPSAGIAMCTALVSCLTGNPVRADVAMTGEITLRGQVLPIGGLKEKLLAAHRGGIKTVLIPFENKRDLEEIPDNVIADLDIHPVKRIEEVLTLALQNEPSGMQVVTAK
* hit, by the source's call.

For Cc1cc(Oc2ccc(C(F)(F)F)cc2[N+](=O)[O-])c2c3c(c(=O)oc2c1)CCC3 the results were Rin1-Abl PPI inh -1, FAS TE block 2, TbMetRS inhib 0.0, MsrA inh -0.7, Neddylation inh inactive, MsrA act 1, CSN deneddyl inh 3, MLLE-PAM2 inh -1 and eLon inh -1.
For COC(=O)C1=C(c2cccc(OC)c2OC)C[C@@H]2CC[C@H]1N2C(=O)NCCNC(C)=O the results were Rin1-Abl PPI inh 1, FAS TE block -10, TbMetRS inhib -0.3, MsrA inh 2.4, Neddylation inh inactive, MsrA act 1, CSN deneddyl inh -3, MLLE-PAM2 inh 5 and eLon inh -7.
For COc1ccc(OC)c(NP(=O)(Oc2ccccc2)Oc2ccccc2)c1 the results were Rin1-Abl PPI inh 0, FAS TE block 21, TbMetRS inhib -0.2, MsrA inh 1.8, Neddylation inh inactive, MsrA act 0, CSN deneddyl inh -1, MLLE-PAM2 inh 7 and eLon inh 4.
Cc1cccc(CNCCc2c[nH]c3ccccc23)c1 was read as Rin1-Abl PPI inh 0, FAS TE block -5, TbMetRS inhib -0.1, MsrA inh -2.1, Neddylation inh inactive, MsrA act 7, CSN deneddyl inh -2, MLLE-PAM2 inh -4 and eLon inh -5.
`O=C(N/N=C1/CN2CCC1CC2)c1cccc(O)c1` gave Rin1-Abl PPI inh -1, FAS TE block -6, TbMetRS inhib -0.1, MsrA inh -1.2, Neddylation inh inactive, MsrA act -2, CSN deneddyl inh 5, MLLE-PAM2 inh -11 and eLon inh 1.
For COC(=O)c1c(C)n(Cc2ccc3c(c2)OCO3)c2ccc(O)cc12 the results were Rin1-Abl PPI inh 6, FAS TE block 9, TbMetRS inhib -0.2, MsrA inh 0.5, Neddylation inh inactive, MsrA act -5, CSN deneddyl inh 2, MLLE-PAM2 inh 11 and eLon inh 2.
Screening COCCCN1Cc2ccccc2C1=N returned Rin1-Abl PPI inh 0, FAS TE block -9, TbMetRS inhib -0.4, MsrA inh 1.9, Neddylation inh inactive, MsrA act -1, CSN deneddyl inh 7, MLLE-PAM2 inh 2 and eLon inh 0.
Screening Cc1cc(C=C2C(=O)N(C)C(=O)N(C)C2=O)c(C)n1-c1ccccc1 returned Rin1-Abl PPI inh 2, FAS TE block -9, TbMetRS inhib -0.2, MsrA inh -1.0, Neddylation inh inactive, MsrA act -3, CSN deneddyl inh 7, MLLE-PAM2 inh -8 and eLon inh -1.
`C[C@@H]1CN([C@H](C)CO)C(=O)CCCn2nncc2CO[C@H]1CN(C)C(=O)Oc1ccc2ccccc2c1` gave Rin1-Abl PPI inh -1, FAS TE block -5, TbMetRS inhib -0.8, MsrA inh 1.0, Neddylation inh inactive, MsrA act -1, CSN deneddyl inh -3, MLLE-PAM2 inh 3 and eLon inh -10.
Screening CCn1cc(C=C2C(=O)NC(=O)NC2=O)c2ccccc21 returned Rin1-Abl PPI inh -3, FAS TE block -3, TbMetRS inhib -0.6, MsrA inh -0.5, Neddylation inh inactive, MsrA act -2, CSN deneddyl inh 1, MLLE-PAM2 inh 61 and eLon inh -25.
Screening N#Cc1ccc(NC(=O)CN2CCCCCC2)cc1Cl returned Rin1-Abl PPI inh 2, FAS TE block 7, TbMetRS inhib -1.0, MsrA inh 0.0, Neddylation inh inactive, MsrA act -10, CSN deneddyl inh -1, MLLE-PAM2 inh 3 and eLon inh 9.
COc1ccccc1Sc1ccccc1CC(C)N (configuration not stated) was read as Rin1-Abl PPI inh 1, FAS TE block -3, TbMetRS inhib -0.2, MsrA inh 0.1, Neddylation inh inactive, MsrA act -1, CSN deneddyl inh 6, MLLE-PAM2 inh -1 and eLon inh -2.
Screening CCCCn1c(O)c(C(C)=Nc2c(C)n(C)n(-c3ccccc3)c2=O)c(=O)[nH]c1=O returned Rin1-Abl PPI inh -1, FAS TE block -8, TbMetRS inhib -0.5, MsrA inh 2.9, Neddylation inh inactive, MsrA act -13, CSN deneddyl inh 2, MLLE-PAM2 inh -7 and eLon inh 0.
Screening COC(=O)C1=C(c2ccccc2)C[C@@H]2CC[C@H]1N2C(=O)NCCNC(C)=O returned Rin1-Abl PPI inh -3, FAS TE block -5, TbMetRS inhib -0.4, MsrA inh 0.4, Neddylation inh inactive, MsrA act -9, CSN deneddyl inh -4, MLLE-PAM2 inh 0 and eLon inh 5.
For CN(C)c1ccc(/C=C2/C(=O)NC(=O)N(CCc3ccc(F)cc3)C2=O)cc1 the results were Rin1-Abl PPI inh 1, FAS TE block -8, TbMetRS inhib -0.1, MsrA inh 3.7, Neddylation inh inactive, MsrA act -4, CSN deneddyl inh 9, MLLE-PAM2 inh -97 and eLon inh -17.
CCOC(=O)C(O)(c1ccc(N=c2ccccn2C)cc1)C(F)(F)F (configuration not stated) was read as Rin1-Abl PPI inh 2, FAS TE block -4, TbMetRS inhib 1.5, MsrA inh 0.8, Neddylation inh inactive, MsrA act -1, CSN deneddyl inh 2, MLLE-PAM2 inh -52 and eLon inh 12.
Screening COC(=O)C1=C(c2ccc(F)cc2OCc2ccccc2)C[C@@H]2CC[C@H]1N2C(=O)NCCO returned Rin1-Abl PPI inh 2, FAS TE block -4, TbMetRS inhib -0.3, Neddylation inh inactive, MsrA act -3, CSN deneddyl inh -3, MLLE-PAM2 inh -1 and eLon inh -4.
For Cn1cccc1/C=C1/C(=O)NC(=O)N(C(C)(C)C)C1=O the results were Rin1-Abl PPI inh -1, FAS TE block -4, TbMetRS inhib 2.4, MsrA inh -1.1, Neddylation inh inactive, MsrA act -1, CSN deneddyl inh 3, MLLE-PAM2 inh 10 and eLon inh -5.
`CC1(C)OC1COc1c2occc2cc2ccc(=O)oc12` (configuration not stated) gave Rin1-Abl PPI inh 5, FAS TE block 1, TbMetRS inhib -0.3, MsrA inh 0.7, Neddylation inh inactive, MsrA act -2, CSN deneddyl inh 3, MLLE-PAM2 inh 3 and eLon inh 3.
Screening CN(C)Cc1c[nH]c2ccccc12 returned Rin1-Abl PPI inh -3, FAS TE block -5, TbMetRS inhib 0.3, MsrA inh -0.2, Neddylation inh inactive, MsrA act -3, CSN deneddyl inh 0, MLLE-PAM2 inh 10 and eLon inh -5.
For CN(C)c1cc(N)c2c(n1)CCC2 (tested in a mixture with another compound) the results were Rin1-Abl PPI inh -4, FAS TE block -4, TbMetRS inhib -0.6, MsrA inh 1.6, Neddylation inh inactive, MsrA act -2, CSN deneddyl inh 2, MLLE-PAM2 inh -8 and eLon inh -1.
CC12CCC(O)CC1CCC1C2CCC2(C)C(C3=CC(=O)OC3)C(O)CC12O (configuration not stated) was read as Rin1-Abl PPI inh 2, FAS TE block -6, TbMetRS inhib -0.4, MsrA inh 0.5, Neddylation inh inactive, MsrA act -5, CSN deneddyl inh 0, MLLE-PAM2 inh 2 and eLon inh 1.
`NC(=S)/N=C/c1c(O)[nH]c(=O)[nH]c1=O` gave Rin1-Abl PPI inh -2, FAS TE block -9, TbMetRS inhib -0.6, MsrA inh -0.2, Neddylation inh inactive, MsrA act 0, CSN deneddyl inh 8, MLLE-PAM2 inh 4 and eLon inh -20.
CC(C)c1ccccc1NC1=NCCCS1 was read as Rin1-Abl PPI inh 2, FAS TE block -5, TbMetRS inhib -0.4, MsrA inh 2.1, Neddylation inh inactive, MsrA act -3, CSN deneddyl inh 4, MLLE-PAM2 inh -7 and eLon inh -3.
`CC(=O)CC(C)(C)n1c[n+](C)nn1` gave Rin1-Abl PPI inh -1, FAS TE block -8, TbMetRS inhib -0.2, MsrA inh 0.2, Neddylation inh inactive, MsrA act -1, CSN deneddyl inh -4, MLLE-PAM2 inh -8 and eLon inh 2.
Screening COc1ccc(O)c(C(C)(C)C)c1 returned Rin1-Abl PPI inh -5, FAS TE block 0, TbMetRS inhib -0.8, MsrA inh 4.1, Neddylation inh inactive, MsrA act -1, CSN deneddyl inh -6, MLLE-PAM2 inh 1 and eLon inh 5.
Screening O=C1NC(=O)C(=Cc2ccc(N3CCOCC3)o2)C(=O)N1 returned Rin1-Abl PPI inh -13, FAS TE block -2, TbMetRS inhib -0.6, MsrA inh 1.7, Neddylation inh inactive, MsrA act -4, CSN deneddyl inh 130, MLLE-PAM2 inh -158 and eLon inh -342.
For COC(=O)C(O)(c1ccc(NC(=O)NC2CCCCC2)cc1)C(F)(F)F (configuration not stated) the results were Rin1-Abl PPI inh -6, FAS TE block -3, TbMetRS inhib -0.1, MsrA inh -0.3, Neddylation inh inactive, MsrA act 0, CSN deneddyl inh -3, MLLE-PAM2 inh -9 and eLon inh -5.
`COc1ccc(C(=O)C2CCCN(Cc3ccc(F)cc3F)C2)cc1F` (configuration not stated) gave Rin1-Abl PPI inh -1, FAS TE block 11, TbMetRS inhib -0.3, MsrA inh -0.1, Neddylation inh inactive, MsrA act 2, CSN deneddyl inh -4, MLLE-PAM2 inh -5 and eLon inh 4.
Screening COC(=O)C1=C(c2ccc(F)cc2OCc2ccccc2)C[C@@H]2CC[C@H]1N2C(=O)NC1CCN(Cc2ccccc2)CC1 returned Rin1-Abl PPI inh 4, FAS TE block 5, TbMetRS inhib 0.3, MsrA inh 0.8, Neddylation inh inactive, MsrA act -1, CSN deneddyl inh 6, MLLE-PAM2 inh 8 and eLon inh -2.
Screening CC(Cc1ccccc1)NC(N)=O (configuration not stated) returned Rin1-Abl PPI inh 0, FAS TE block -4, TbMetRS inhib -0.2, MsrA inh 1.7, Neddylation inh inactive, MsrA act 0, CSN deneddyl inh 2, MLLE-PAM2 inh 5 and eLon inh -7.
Screening CCN(CC)c1ccc([N+](=O)[O-])c2cccnc12 returned Rin1-Abl PPI inh -7, FAS TE block 16, TbMetRS inhib -0.1, MsrA inh 1.9, Neddylation inh inactive, MsrA act -5, CSN deneddyl inh -7, MLLE-PAM2 inh -4 and eLon inh -11.
For CN(C)C(=O)Oc1ccc(-c2cn3cc(Cl)ccc3n2)cc1 the results were Rin1-Abl PPI inh -2, FAS TE block -3, TbMetRS inhib -3.1, MsrA inh 0.5, Neddylation inh inactive, MsrA act -8, CSN deneddyl inh 6, MLLE-PAM2 inh 4 and eLon inh 5.
`CC1=Nc2cc(C(=O)N3CCC4(CC3)OCCO4)ccc2Sc2ccc(Cl)cc21` gave Rin1-Abl PPI inh 0, FAS TE block 2, TbMetRS inhib -0.3, MsrA inh -0.4, Neddylation inh inactive, MsrA act 1, CSN deneddyl inh -2, MLLE-PAM2 inh -4 and eLon inh 17.
COc1ccc(-n2c(C)nc3cc(C(=O)N4CCC5(CC4)OCCO5)ccc32)cc1 was read as Rin1-Abl PPI inh 1, FAS TE block -4, TbMetRS inhib -1.1, MsrA inh -0.1, Neddylation inh inactive, MsrA act -8, CSN deneddyl inh 5, MLLE-PAM2 inh 12 and eLon inh -9.

A portion of the library; count on the stated rates, not on these rows.
